# Screening results (PubChem BioAssay)
# Her2 expr inh = lowers expression of human Her2 kinase. HER2 level % of control, % at 10 µM. AID 645. 65,000 compounds, 0.69% hits. SKBR-3 HER2 protein level, AlphaScreen, 18-24 h; active compounds read low;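 active = HER2 level under 5% of the carrier-only control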;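 note: 100% = DMSO carrier and 0% = 500 nM PU-H71 HSP90 inhibitor; lower value means stronger loss of Her2 protein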
# M1 ag = M1 muscarinic receptor agonism | CHO-M1 cells, Fluo-4 calcium fluorescence, agonist mode; active compounds read high | AID 626 | B-score at 10 µM | 64,000 compounds, 3% hits;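 active = fluorescence rise, raw or as B-score row- and column-corrected plate score, outside the 99.7% band of its plate's samples, either direction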
# Jurkat tox 60K = reduces viability or proliferation of Jurkat cells; Jurkat E6.1 viability, ATP luminescence, 48 h; inhibition, % at 4 µM; 56,000 compounds, 1.2% hits;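 active = inhibition above the mean inhibition of all tested compounds plus 3 SD, cut at about 28% in these data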
# M1 antag = blocks the rat M1 muscarinic receptor response to acetylcholine; CHO-M1 cells, Fluo-4 calcium, ACh EC80 antagonist mode; active compounds read low; B-score at 10 µM; P08482; 64,000 compounds, 3.4% hits; AID 628;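 active = calcium fluorescence response, raw or row-and-column corrected B-score, differing from the plate sample mean either way at a set confidence level, mostly lower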
# Target sequence (P08482 whole entry, looked up): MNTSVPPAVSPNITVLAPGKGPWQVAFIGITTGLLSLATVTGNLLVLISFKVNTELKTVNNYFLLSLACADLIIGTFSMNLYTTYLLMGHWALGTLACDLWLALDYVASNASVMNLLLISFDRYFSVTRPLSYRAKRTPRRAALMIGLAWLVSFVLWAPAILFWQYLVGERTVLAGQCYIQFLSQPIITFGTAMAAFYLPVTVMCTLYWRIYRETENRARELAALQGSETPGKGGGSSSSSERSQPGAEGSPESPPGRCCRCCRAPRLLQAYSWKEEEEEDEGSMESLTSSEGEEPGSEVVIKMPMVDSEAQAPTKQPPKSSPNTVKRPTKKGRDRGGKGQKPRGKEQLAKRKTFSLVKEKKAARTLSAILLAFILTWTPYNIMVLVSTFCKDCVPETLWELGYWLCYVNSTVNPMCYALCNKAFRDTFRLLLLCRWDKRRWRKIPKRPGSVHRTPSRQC
# S1P3 agonist = agonists of human S1P3 receptor; S1P3 NFAT-BLA reporter cells, agonism, FRET ratio; relative to 1 µM S1P, basal subtracted; activation, % at 4.5 µM; 60,000 compounds, 0.1% hits;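 active = activation above the screen-wide mean plus 3 SD, cut at about 4.5% in these data, passing the limit was not always enough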; note: some compounds called inactive have numbers as strong as hits
# Target sequence (Q99500 whole entry, looked up): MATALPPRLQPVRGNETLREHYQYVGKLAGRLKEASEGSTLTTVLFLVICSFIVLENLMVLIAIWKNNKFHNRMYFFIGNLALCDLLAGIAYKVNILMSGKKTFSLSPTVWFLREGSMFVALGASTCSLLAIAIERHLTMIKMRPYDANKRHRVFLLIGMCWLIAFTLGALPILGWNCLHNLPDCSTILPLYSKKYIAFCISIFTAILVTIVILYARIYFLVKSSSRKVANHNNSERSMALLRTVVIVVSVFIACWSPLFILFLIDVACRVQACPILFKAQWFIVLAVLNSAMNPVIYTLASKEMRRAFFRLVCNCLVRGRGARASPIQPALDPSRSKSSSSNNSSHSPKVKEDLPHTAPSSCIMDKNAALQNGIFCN
#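 Material: Human S1P3 NFAT-BLA reporter CHO cells | Incubation: Overnight plating, 4 h compound 37 °C, 2 h substrate RT | Signal: FRET β-lactamase substrate fluorescence, excitation 405 nm, 460/535 nm emission ratio, background-subtracted | Compound: 4.5 µM final, single dose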
# HTR1E antagonist = 5-HT1E (human) receptor antagonism | inhibition, % at 6 µM | AID 571 | CHO 5-HT1E Ga15 NFAT-bla reporter, FRET, antagonist | P28566 | 65,000 compounds, 0.99% hits;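 active = inhibition above a set limit, the mean inhibition across every tested compound plus 3 SD, cut at about 29% in these data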;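 note: signal is the 460 over 535 nm emission ratio of beta-lactamase substrate; 0% = agonist plus DMSO wells and 100% = wells without agonist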
# S1P1 ag-PAM = agonists and agonism potentiators of human S1P1 receptor; 56,000 compounds, 0.57% hits; P21453; AID 449; S1P1 CRE-bla cells, forskolin, beta-lactamase FRET, potentiator mode; S1P1 agonist co-added at EC20, 2 nM; 100% = saturating reference agonist, 0% = basal; activation, % at 9.5 µM;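 active = activation above a cutoff set at the mean activation of all tested compounds plus 3 SD, cut at about 54% in these data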;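 note: forskolin at 4 µM as EC80 and the EC20 agonist is SEW2871; 100% = SEW2871 at its EC100 plus forskolin at EC80; some compounds past the cut are filed as inactive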
# 5HT1E ag = activates the human 5-HT1E serotonin receptor; AID 574; CHO 5-HT1E Ga15 NFAT-bla reporter, FRET; 0% DMSO wells, 100% control agonist wells; 65,000 compounds, 0.69% hits; activation, % at 6 µM; P28566;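 active = activation above a set limit, the screen-wide mean activation plus 3 SD, cut at about 8.5% in these data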;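 note: 100% = positive control agonist at 1 µM giving full maximal response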
# HEK293 NFkB inh = lowers PMA/ionomycin-induced NF-kB signal in HEK293 cells | HEK-293 NF-kB luciferase reporter, luminescence | inhibition, % at 3 µM | 62,000 compounds, 0.21% hits | AID 465;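 active = inhibition above the mean of all tested compounds plus 3 SD, cut at about 40% in these data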;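 note: 0% = stimulated DMSO wells and 100% = 10 µM reference inhibitor 5653914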
#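 Timing: 1 h pretreatment, 16 h stimulation, 37 °C; system: HEK-293 cells with stable firefly luciferase reporter driven by four HIV NF-kB elements; doses: 3 µM once, 0.30% DMSO; measured by: luciferase luminescence; control set: DMSO and 10 µM reference inhibitor; repeats: single test; reagent: PMA plus ionomycin mix as NF-kB-activating stimulus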
# * = called active by the depositor; / = not tested or not shown. Outcome played no part in choosing rows (roughly 9.2% active in at least one column).
SMILES,Her2 expr inh,M1 ag,Jurkat tox 60K,M1 antag,S1P3 agonist,HTR1E antagonist,S1P1 ag-PAM,5HT1E ag,HEK293 NFkB inh
Cc1occc1-c1nnc(SCC(=O)N2CC(=O)Nc3ccccc32)n1CC(C)C,105,-0.082,-7,1,-0.4,1,4,-0.2,15
CN1C(=O)C(O)(CC(=O)c2ccc(F)cc2)c2cc(Br)ccc21 (centres undefined),85,-0.039,3,-1.2,-0.4,-6,-7,0.2,11
CCC(=O)Nc1cc(-c2nn(C)c(=O)c3ccccc23)ccc1N1CCCCC1,115,0.16,/,-0.3,-1.5,10,-32,0.8,/
Cc1nnc(SCC(=O)N(C(C)C)C(C)C)nc1C,84,0.14,5,0.15,-0.5,5,-4,-0.1,6
CC(C)Cn1c(SC(C)C(=O)Nc2ccc3c(c2)OCCO3)nc2ccccc2c1=O (centres undefined),125,-0.37,-3,-0.2,-0.4,4,7,-0.8,9
CC(=O)c1cccc(NC(=O)Oc2ccccc2)c1,81,-0.58,5,0.041,-0.9,2,-19,-0.3,15
Cc1ccc2c(c1)C1C=CCC1C(C(=O)O)N2 (centres undefined),69,-0.56,3,-0.012,-0.9,5,3,-0.8,0
Cc1cc(N2C(=O)C(=O)/C(=C(/O)c3ccccc3)C2c2cccs2)no1 (centres undefined),106,-0.074,/,0.021,-4.6,-3,6,-1.2,/
Cc1ccc(-c2nnc(SCC(=O)Nc3ccc4c(c3)OCCO4)n2N)cc1,120,0.62,7,1.6,-0.7,-4,-6,-0.2,19
COc1ccc(OC)c(-c2csc(N(Cc3ccco3)C(=O)c3cccs3)n2)c1,95,0.62,2,-1.4,-1.7,2,22,2.0,-2
Clc1ccc(Cc2noc(Cc3ccccc3)n2)cc1Cl,20,-0.27,6,1.8*,-1.1,-5,/,0.6,9
O=C(Nc1ccccc1-c1nc2ccccc2o1)c1ccc2c(c1)OCCO2,61,0.54,-13,0.0065,0.4,-11,-19,0.0,-9
Cc1cc2ccccc2n1CCNC(=O)c1ccccc1,94,-1.9,-2,-0.99,-0.5,-3,-14,-0.5,-10
CCN(CC)c1ccc(C(NC(C)=O)NC(C)=O)cc1,157,-0.065,-1,0.7,-0.4,3,-12,1.1,13
N#CC1=C(SCC(=O)NCc2ccccc2)NC(=O)CC1c1ccco1 (centres undefined),76,-0.15,5,0.62,1.4,0,-34,0.8,15
CCC(=O)N1CCc2cc(S(=O)(=O)NC(CC(C)C)C(=O)N3CCc4ccccc43)ccc21 (centres undefined),54,/,/,/,/,1,/,1.1,19
CN(C)S(=O)(=O)c1cccc(C(=O)N2CCc3ccccc32)c1,114,0.0021,8,1.3*,-1.3,6,6,-0.3,11
Cn1nc(CC(=O)N2CCN(c3ccccc3)CC2)c2ccccc2c1=O,143,1.3,0,-0.029,0.2,8,2,-0.3,-2
Cn1c(NC(=O)c2ccc(C(C)(C)C)cc2)cc(=O)n(C)c1=O,90,-0.95,8,-0.41,-1.2,-3,10,-0.2,23
COc1cccc(C2=NOC(C(=O)Nc3ccc(OC)c(OC)c3)C2)c1 (centres undefined),120,0.02,7,-0.39,0.7,4,11,-0.8,13
CCCNc1nc2c(c(=O)n(C)c(=O)n2C)n1Cc1cccc(C)c1,128,0.7,59*,-0.93,-1.7,-1,16,-1.2,21
COc1cc(OC)c(C2Oc3nc(SC)nnc3-c3ccccc3N2C(C)=O)cc1OC (centres undefined),79,-0.15,0,-0.32,0.9,2,-26,0.6,1
O=C(Nc1ccc(N2CCN(C(=O)c3ccccc3)CC2)cc1)c1cc2ccccc2o1,68,-0.71,-1,-0.94,-1.2,10,23,0.2,26
COCCCNC(=O)Nc1ccc(Br)cc1Cl,126,1.4,11,0.68,-0.7,0,-7,-1.3,11
CCn1c(=O)cc(OCC(=O)N2CCCCCC2)c2ccccc21,117,-0.12,-2,0.87,-1.5,-4,-48,0.3,9
[O-][n+]1ccc(C2CC2)cc1,89,0.16,-3,-0.0086,0.4,-2,4,1.2,9
COc1ccc(C2CC(=O)C(C=NCCN3CCOCC3)=C(O)C2)cc1 (centres undefined),85,0.7,/,0.15,-1.8,-6,-17,0.0,/
CCc1nc2ccccc2c(=O)n1NC(=O)c1c(O)c2cccc3c2n(c1=O)CCC3,34,0.23,4,1.1,-1.1,3,-17,-0.8,6
Cn1c(C(=O)N2CCN(c3ccccc3F)CC2)cc2c(=O)n(C)c3ccccc3c21,81,-0.93,0,0.042,0.3,-11,-12,0.5,1
COCc1cc(=O)[nH]c(SCC(=O)Nc2ccccc2)n1,75,-0.052,9,-0.053,-0.2,-6,1,0.0,-2
COc1cc(C)c(S(=O)(=O)N2CCN(C)CC2)cc1C,98,-0.37,-3,0.48,-0.6,-2,5,0.2,11
COC(=O)c1ccc(Oc2nc3ccccc3n3c(C)nnc23)cc1,100,3.2,/,-0.55,-1.9,0,-6,0.4,/
Cc1[nH]nc2c1C1(CCOCC1)C(C#N)=C(N)O2,164,0.071,-6,0.025,1.5,-11,-6,0.0,6
CCOc1cc2[nH]c(=S)n(CCCC(=O)NCc3ccco3)c(=O)c2cc1OCC,103,0.052,/,-0.074,/,4,/,0.8,19
O=C(NCCc1ccncc1)C(F)(F)F,111,0.018,-3,0.028,0.9,-12,-17,1.0,11
COc1ccc(Cn2c(=O)n(Cc3ccco3)c(=N)c3c4c(sc32)COC(C)(C)C4)cc1,62,1.9,/,0.038,/,10,/,0.3,16
CC(C)CN(C(=O)c1ccc(=O)n(C)n1)c1nc2ccccc2s1,56,0.22,-1,-0.46,-2.0,15,32,-0.5,9
CCc1nnc(NC(=O)CN2C(=O)c3ccccc3S2(=O)=O)s1,97,0.012,-6,0.014,-0.2,-11,-16,-1.5,15
CC(=O)Nc1cccc(NC(=O)C2CCCN2C(=O)Nc2ccccc2C)c1 (centres undefined),99,0.28,2,-0.85,-1.4,7,6,0.6,16
O=C(CSc1nccc(=O)[nH]1)N1c2ccccc2CCc2ccccc21,80,-0.62,-4,-0.42,-1.0,2,-13,0.4,-1
N#Cc1nc(-c2ccco2)oc1N1CCN(C(c2ccccc2)c2ccccc2)CC1,114,0.76,-4,-0.052,-0.5,-2,-5,-1.0,18
Cc1cccc(OCCNC(=O)c2ncn[nH]2)c1,131,1.5,-6,-0.19,-0.3,4,-14,0.3,-4
COc1ccc(-c2noc(-c3ccccc3F)n2)cc1,54,0.32,-2,-0.32,-1.1,-7,68,0.5,-35
O=C(CCS(=O)(=O)c1cc(Br)cc2c1N(C(=O)C1CC1)CC2)NCC1CCCO1 (centres undefined),89,0.21,0,-2.6,1.0,-7,-22,-0.2,14
CC(=O)OCP(C)(=O)COC(C)=O,87,-1.7,5,-0.018,-1.7,-4,-10,0.1,16
CCOC(=O)c1sc(NC(=O)CSc2nc3c(cc2C#N)CCCCCC3)c(C#N)c1C,33,0.19,-4,0.066,16,-3,17,0.4,-6
O=C(NC1CCN(C(=O)NCc2ccccc2)CC1)c1ccco1,90,-1,1,0.73,-0.5,0,-5,-0.5,0
CN(C)Cc1cc(C(C)(C)c2cc(CN(C)C)c(O)c(CN(C)C)c2)cc(CN(C)C)c1O,144,-0.037,0,0.73,-0.5,-11,17,0.5,14
O=C(CN1C(=O)c2ccccc2S1(=O)=O)NCCSC1CCCCC1,90,0,12,-0.79,-0.9,4,10,0.0,14
Cc1cc(C(F)(F)F)nn1CC(=O)NCc1ccccc1,104,-0.38,/,0.91,/,7,/,-1.6,7

# Next part.
SMILES,Her2 expr inh,M1 ag,Jurkat tox 60K,M1 antag,S1P3 agonist,HTR1E antagonist,S1P1 ag-PAM,5HT1E ag,HEK293 NFkB inh
COc1ccc(NC(=O)N2c3ccccc3CC2C)cc1OC (centres undefined),91,-0.4,2,-0.13,-1.0,19,-23,-1.7,-7
Cc1cc(-n2c(C)cc(C(=O)CSc3nnnn3-c3ccc(Cl)cc3)c2C)no1,-7.5*,1.4,-3,-0.14,-1.6,-5,-22,-0.1,9
CC(C)(C)c1nnc2sc(SCC(=O)c3ccccc3)nn2c1=O,84,0.65,/,-0.022,-2.9,-8,15,-0.2,/
CCOc1ccc(NC(=O)CNC(=O)c2ccc(OC)c(OC)c2)cc1,108,1.1,-3,-0.15,-0.9,-9,5,-0.7,6
COc1ccc(OC)c(NC(=O)CCC(=O)Nc2nnc(C(F)(F)F)s2)c1,99,0.51,7,0.024,-1.2,4,-6,-0.3,12
Cc1cccc(-c2nnc3sc(-c4ccccc4C)nn23)c1,34,-0.12,9,0.41,0.4,12,12,0.6,6
Cc1cc(C)cc(OCC(=O)Nc2cccc(-c3nc4ncccc4o3)c2)c1,72,6.8*,4,-0.9,0.8,-2,-15,1.6,4
CCC(C)(C)n1nnnc1CN1CCC(c2nc3ccc(C)cc3[nH]2)CC1,130,0.33,-3,0.5,-1.1,-7,9,-0.1,16
Cc1ccc2oc(=O)c3cnn(CC(=O)NC4CCC(C)CC4)c3c2c1 (centres undefined),104,-0.77,-3,-0.98,-1.2,-17,5,1.2,-4
Cc1cccc(CC(=O)Nc2cc(=O)n(C)c(=O)n2C)c1,70,0.023,4,0.52,-0.9,0,-3,1.1,0
CCc1nnc(NC(=O)C2CC(=O)N(c3ccc(C)cc3)C2)s1 (centres undefined),81,-0.062,-5,0.44,-0.2,-7,-6,-1.6,16
COc1nc(Nc2ccc(C(C)=O)cc2)nc(OC)n1,95,-0.67,1,-0.042,-0.6,-7,-36,-0.4,2
Cc1ccc(OCc2nnc(SCC(=O)Nc3cc(C)on3)n2C)cc1,85,0.008,1,-0.0081,0.8,5,-9,-0.3,6
O=C1CC(c2ccccc2)n2nc(NC(=O)C3CCCO3)nc2N1 (centres undefined),85,0.64,-6,-0.21,-0.2,-4,-14,-0.8,19
Cn1nnc2c(sc3nc(N4CCOCC4)c4c(c32)CCCC4)c1=O,74,-0.46,/,0.057,-1.1,-5,-20,0.8,/
Cc1c(NC(=O)CN2C(=O)C3C4C=CC(C4)C3C2=O)c(=O)n(-c2ccccc2)n1C (centres undefined),100,-0.76,0,0.055,0.0,2,13,0.1,16
CCOC(=O)c1c(-c2ccccc2)csc1NC(=O)CSc1nnnn1C,128,3.2*,-4,-0.62,0.3,18,-30,-0.2,16

# Some of the entries above in another layout.
smiles	Her2 expr inh	M1 ag	Jurkat tox 60K	M1 antag	S1P3 agonist	HTR1E antagonist	S1P1 ag-PAM	5HT1E ag	HEK293 NFkB inh
Cc1ccc(OCc2nnc(SCC(=O)Nc3cc(C)on3)n2C)cc1	85	0.008	1	-0.0081	0.8	5	-9	-0.3	6
O=C1CC(c2ccccc2)n2nc(NC(=O)C3CCCO3)nc2N1 (centres undefined)	85	0.64	-6	-0.21	-0.2	-4	-14	-0.8	19
Cn1nnc2c(sc3nc(N4CCOCC4)c4c(c32)CCCC4)c1=O	74	-0.46	/	0.057	-1.1	-5	-20	0.8	/
Cc1c(NC(=O)CN2C(=O)C3C4C=CC(C4)C3C2=O)c(=O)n(-c2ccccc2)n1C (centres undefined)	100	-0.76	0	0.055	0.0	2	13	0.1	16
